Compound activity from PubChem.
IMP-1 inhibitor: inhibitors of Pseudomonas aeruginosa IMP-1 metallo-beta-lactamase; AID 1556; purified IMP-1, nitrocefin hydrolysis, epi-absorbance fluorescence; inhibition, % at 5.6 µM; hit rate 0.45% among 290,000;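 active means inhibition above the mean plus 3 SD of all compounds in the same screening run, cut at about 4.5% in these data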;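 further: 0% = IMP-1 with DMSO and 100% = DMSO wells lacking enzyme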
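Test system: recombinant IMP-1 enzyme, purified / Medium: HEPES buffer pH 7.1 with ZnSO4 and Brij 35 / Doses: single dose, 5.6 µM / Times: 25 °C, 15 min preincubation, 25 min reaction / Detection: Epi-absorbance via hydrolysed-nitrocefin quenching of white-plate fluorescence, 480/530 nm, EDTA stop / Evaluation: percent inhibition from optical density relative to buffer-blank wells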
GalR3 antag: human GalR3 antagonism. O60755. HEK293 GalR3-CNG cAMP membrane potential fluorescence; galR3 body fused to GalR1 C-terminus. inhibition, % at 3 µM. hit rate 0.44% among 360,000;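 active means inhibition above the screen-wide average plus 3 SD, cut at about 13% in these data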;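 further: forskolin and galanin both at EC90 stimulate the cells; cAMP rise reported by CNG channel membrane potential dye signal; 0% = forskolin plus galanin with DMSO and 100% = forskolin alone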
Target sequence (O60755 1-299 limits assumed): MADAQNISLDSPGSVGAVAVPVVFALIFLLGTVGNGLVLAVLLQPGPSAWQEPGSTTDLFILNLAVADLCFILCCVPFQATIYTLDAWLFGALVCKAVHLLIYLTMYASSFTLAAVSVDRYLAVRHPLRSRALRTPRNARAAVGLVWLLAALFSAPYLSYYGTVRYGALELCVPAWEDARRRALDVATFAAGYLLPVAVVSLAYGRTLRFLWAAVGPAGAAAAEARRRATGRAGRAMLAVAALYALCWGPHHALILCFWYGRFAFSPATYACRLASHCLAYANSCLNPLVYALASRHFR
OXTR agonist: activates the human oxytocin receptor. activation, % at 3 µM. AID 2435. CHO-OTR cells, Fluo-8 calcium fluorescence; normalized: DMSO 0%, oxytocin 100%. hit rate 0.32% among 320,000;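 active means activation above the mean of all tested compounds plus 3 SD, cutoff set per screening run, cut at about 20% in these data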;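 further: peak over basal fluorescence ratio from a 100 s FLIPR kinetic read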
GPR7 antagonist: antagonists of human GPR7 (neuropeptides B/W receptor 1); hit rate 1.1% among 290,000; GPR7-expressing cells, fluorescence antagonist assay; AID 1861; inhibition, % at 4.4 µM; in the data active means inhibition above about 16%, passing the limit was not always enough;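 further: cells stimulated with the agonist NPW; 0% = agonist with vehicle and 100% = vehicle without agonist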
Target sequence (P48145 whole entry, looked up): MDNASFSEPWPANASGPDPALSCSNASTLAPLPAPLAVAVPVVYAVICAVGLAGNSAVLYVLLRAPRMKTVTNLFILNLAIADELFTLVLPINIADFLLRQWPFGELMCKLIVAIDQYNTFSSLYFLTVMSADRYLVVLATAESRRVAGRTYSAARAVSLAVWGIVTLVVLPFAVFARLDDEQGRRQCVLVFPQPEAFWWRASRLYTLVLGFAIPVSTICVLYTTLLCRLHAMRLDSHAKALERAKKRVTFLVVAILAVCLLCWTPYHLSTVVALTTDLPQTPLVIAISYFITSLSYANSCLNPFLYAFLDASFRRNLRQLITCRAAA
HCV NS3 hel inh: blocks Hepatitis C virus NS3 helicase unwinding; NS3 helicase DNA unwinding, Cy5 molecular beacon fluorescence; inhibition, % at 10.9 µM; hit rate 0.56% among 290,000;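 active means inhibition above the mean of all tested compounds plus 3 SD, set per campaign, cut at about 35% in these data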;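 further: 0% = DMSO wells and 100% = thioflavine S control wells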
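assay system = NS3 helicase fragment of HCV | buffer or medium = MOPS pH 6.5, MgCl2, DTT, Tween20, BSA | timing = 60 min unwinding reaction at 25 °C after ATP addition | signal = Cy5 beacon fluorescence read at start and 1 h | read-out basis = % inhibition of unwinding | control set = low DMSO, high thioflavine S at 110 µM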
PHOSPHO1 inh: PHOSPHO1 (human) inhibition | Q8TCT1 | recombinant PHOSPHO1, absorbance phosphatase assay | inhibition, % at 13.3 µM | hit rate 1.1% among 290,000 | AID 1565; in the data active means inhibition above about 60%
VIM-2 inh: blocks Pseudomonas aeruginosa VIM-2 metallo-beta-lactamase; purified VIM-2, nitrocefin hydrolysis, epi-absorbance fluorescence; inhibition, % at 5.6 µM; hit rate 0.89% among 290,000; AID 1527;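 active means inhibition above the mean of all tested compounds plus 3 SD, cutoff set per screening run, cut at about 7.5% in these data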;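 further: red hydrolysis product quenches plate fluorescence so inhibitors raise well fluorescence; 0% = enzyme with DMSO and 100% = DMSO without enzyme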
V1aR counter: activates human V1a receptor in oxytocin agonist counter-screen; P37288; CHO-V1R cells, Fluo-8 calcium fluorescence, agonist mode; 0% DMSO, 100% 3 nM vasopressin; activation, % at 3 µM; hit rate 0.25% among 320,000; AID 2797;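 active means activation above the mean activation of all tested compounds plus 3 SD, per screening run, cut at about 20% in these data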;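 further: signal is peak over basal fluorescence ratio across a 100 second FLIPR read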
Target sequence (P37288 whole entry, looked up): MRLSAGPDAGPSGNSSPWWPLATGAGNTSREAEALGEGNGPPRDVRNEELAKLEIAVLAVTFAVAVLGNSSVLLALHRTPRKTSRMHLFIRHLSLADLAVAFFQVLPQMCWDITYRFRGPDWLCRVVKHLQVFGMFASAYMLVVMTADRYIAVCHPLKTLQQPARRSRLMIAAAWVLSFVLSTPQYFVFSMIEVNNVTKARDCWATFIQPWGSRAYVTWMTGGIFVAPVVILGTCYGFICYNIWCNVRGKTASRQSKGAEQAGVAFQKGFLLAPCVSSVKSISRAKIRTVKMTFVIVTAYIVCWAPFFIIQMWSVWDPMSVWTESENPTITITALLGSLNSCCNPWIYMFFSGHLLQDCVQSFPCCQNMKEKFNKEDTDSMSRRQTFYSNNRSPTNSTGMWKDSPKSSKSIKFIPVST
DNA FID counter: fluorescent intercalator displacement, NS3 helicase counter-screen. inhibition, % at 7.9 µM. hit rate 0.17% among 290,000. AID 1845. DNA fluorescent intercalator displacement, fluorescence; in the data active means inhibition above about 37%;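 further: 0% = vehicle and 100% = reference compound; higher means more ethidium bromide displaced from hairpin DNA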
* = called active by the depositor; / = no result given. Outcome played no part in choosing rows; 4.3% or so of the library scored in one or more.

SMILES	IMP-1 inhibitor	GalR3 antag	OXTR agonist	GPR7 antagonist	HCV NS3 hel inh	PHOSPHO1 inh	VIM-2 inh	V1aR counter	DNA FID counter
Cc1ccc(S(=O)(=O)NC(CN2CCOCC2)=NCCNS(=O)(=O)c2ccccc2)cc1	0.6	3	-0.1	-9	-3	14	-1.4	1.5	-23
CCOCCCn1c(C)nc2c(c1=O)c1nc3ccccc3nc1n2-c1ccc2c(c1)OCCO2	-1.6	/	0.3	3	11	43	-2.2	1.0	-4
COc1ccc(NC(=O)CSc2nc(C3CC3)nc3ccccc23)cc1	0.0	-6	-0.6	-2	9	42	-1.8	0.9	-33
CCCCCCNC1=NCCS1	-2.4	-7	-0.5	8	14	-10	-2.6	0.3	-2
COCCNC(=O)CN(C(=O)CCC(=O)Nc1ccccn1)c1ccc(C)cc1C	-1.9	-2	1.4	-3	-7	/	1.6	0.6	-37
CCOC(=O)C1CCCN(S(=O)(=O)c2ccc(Br)c(OC)c2)C1 (stereo unspecified)	-2.3	0	1.6	-12	-5	16	-1.5	0.8	-21
CCN(Cc1cc2ccc(C)cc2[nH]c1=O)C(=O)c1ccncc1	-3.8	-3	/	-2	1	-2	-3.4	/	-11
Cc1[nH]c2ccccc2c1C(=O)COC(=O)Cn1c(C(F)(F)F)nc2ccccc21	-4.6	-3	10	2	-6	6	-4.8	8.1	-12
O=C(Nc1nc2ccccc2s1)c1ccc(N2CCCCC2)c([N+](=O)[O-])c1	-1.8	-4	-1.5	-5	-14	-12	-1.5	-0.5	2
O=C(COC(=O)C1=COCCO1)Nc1ccccc1	-2.0	4	0.7	-6	-9	-1	-1.0	0.1	-3
Cc1c(CCOC(=O)CC23CC4CC(CC(C)(C4)C2)C3)sc[n+]1CC(=O)c1ccccc1	-1.6	-8	0.0	-6	-61	36	-2.3	-0.1	2
COc1cc(/C(C)=N/NC(=O)C(O)(c2ccccc2)c2ccccc2)ccc1O	-4.8	-3	-1.5	-6	-2	48	-3.0	0.1	-2
C=CCc1ccc(OCc2ccc(C(=O)Nc3ccc(NC(C)=O)cc3)o2)c(OC)c1	-1.1	0	-0.6	-8	-4	29	-1.9	2.5	-33
CN(C)c1ccc(C2CNC(c3ccc(Cl)c([N+](=O)[O-])c3)c3[nH]c4ccccc4c32)cc1 (stereo unspecified)	-1.9	3	0.2	-5	-48	-34	-2.5	-0.1	8
N#Cc1ccc(NC(=O)c2cccs2)nc1	-2.8	-11	-0.2	-4	-5	16	-1.8	0.6	-4
CNC(=O)c1sc(=S)n(-c2ccc(OC)cc2)c1N	-1.8	1	-0.1	-7	0	37	-1.1	-0.7	-3
Cc1ccc(OCC(=O)NNC(=O)CCC(=O)NCc2ccccc2)cc1	-1.7	-5	-0.9	-12	6	32	-3.0	-0.1	0
Cc1nc(NC(=O)/C=C/c2ccccc2)sc1C(=O)N1CCCCC1	-3.4	-5	-1.3	6	0	23	-2.9	0.8	-35
COc1ccc(Cl)cc1S(=O)(=O)N1CCN(C(=O)c2ccco2)CC1	-1.5	1	-0.1	-2	-1	-36	0.7	0.3	-8
COc1cc(C(O)c2nc3ccccc3s2)cc(OC)c1OC (stereo unspecified)	-2.5	-12	10	-3	7	6	0.1	9.7	-15
COc1ccc(Cn2nnnc2C(c2ccccc2Cl)N2CCN(C)CC2)cc1 (stereo unspecified)	-1.4	-4	/	-6	-10	-25	0.0	/	12
O=C(O)C1=C[C@@H](C2CCCCC2)C[C@@H](OCc2ccc(CO)cc2)O1	-1.6	-3	0.0	4	7	36	1.7	0.6	-46
CCN(CC)S(=O)(=O)c1cc(NS(=O)(=O)c2cccc(Cl)c2)ccc1C	-1.9	0	0.9	-18	-5	1	-3.3	4.5	-19
Cc1cccc2cc(COC(=O)c3ccco3)c(=O)[nH]c12	0.0	-1	2.2	-9	-1	11	-2.7	1.9	-3

Nine compounds out of the list, sorted by count of non-hydrogen atoms, largest number first:
SMILES	IMP-1 inhibitor	GalR3 antag	OXTR agonist	GPR7 antagonist	HCV NS3 hel inh	PHOSPHO1 inh	VIM-2 inh	V1aR counter	DNA FID counter
CN(C)c1ccc(C2CNC(c3ccc(Cl)c([N+](=O)[O-])c3)c3[nH]c4ccccc4c32)cc1 (stereo unspecified)	-1.9	3	0.2	-5	-48	-34	-2.5	-0.1	8
C=CCc1ccc(OCc2ccc(C(=O)Nc3ccc(NC(C)=O)cc3)o2)c(OC)c1	-1.1	0	-0.6	-8	-4	29	-1.9	2.5	-33
COc1ccc(Cn2nnnc2C(c2ccccc2Cl)N2CCN(C)CC2)cc1 (stereo unspecified)	-1.4	-4	/	-6	-10	-25	0.0	/	12
Cc1ccc(OCC(=O)NNC(=O)CCC(=O)NCc2ccccc2)cc1	-1.7	-5	-0.9	-12	6	32	-3.0	-0.1	0
CCN(CC)S(=O)(=O)c1cc(NS(=O)(=O)c2cccc(Cl)c2)ccc1C	-1.9	0	0.9	-18	-5	1	-3.3	4.5	-19
O=C(O)C1=C[C@@H](C2CCCCC2)C[C@@H](OCc2ccc(CO)cc2)O1	-1.6	-3	0.0	4	7	36	1.7	0.6	-46
COc1cc(C(O)c2nc3ccccc3s2)cc(OC)c1OC (stereo unspecified)	-2.5	-12	10	-3	7	6	0.1	9.7	-15
CNC(=O)c1sc(=S)n(-c2ccc(OC)cc2)c1N	-1.8	1	-0.1	-7	0	37	-1.1	-0.7	-3
N#Cc1ccc(NC(=O)c2cccs2)nc1	-2.8	-11	-0.2	-4	-5	16	-1.8	0.6	-4

Other structures.
SMILES	IMP-1 inhibitor	GalR3 antag	OXTR agonist	GPR7 antagonist	HCV NS3 hel inh	PHOSPHO1 inh	VIM-2 inh	V1aR counter	DNA FID counter
CCCOc1ccc(N2CC(C(=O)Nc3ccccc3C(=O)NCc3ccco3)CC2=O)cc1 (stereo unspecified)	-2.6	-7	-0.1	-15	2	45	-3.5	3.7	-26
CC1=C(C(=O)NC2CC(C)(C)Cc3c2cnn3-c2ccc(C)cc2)OCCO1 (stereo unspecified)	-3.1	-3	/	-5	-4	27	-1.1	/	-52
Cn1c(=O)n(C)c2cc([N+](=O)[O-])c(N3CCN(CCO)CC3)cc21	-1.1	-5	-0.6	-4	-5	15	-0.3	0.0	4
Cc1cccc(NC(=S)NC2CCCCCC2)c1C	-5.8	-1	-2.3	-10	0	18	-4.6	-1.2	-12
Nc1cc(C(=O)OCC(=O)NCc2ccco2)ccc1Cl	-1.4	-2	0.5	-8	19	7	-1.9	-0.8	-5
COCc1cc(Sc2ccc(Br)cc2)nc(-c2ccccc2)n1	-1.9	3	-0.1	-2	2	11	-3.4	0.2	0
COc1ccc(OCC(=O)N/N=C/c2ccncc2)cc1	-1.9	-3	1.2	7	3	-4	-1.2	-0.2	-1
O=C(O)C1SCCN1S(=O)(=O)c1ccc2ccccc2c1 (stereo unspecified)	-3.0	-5	0.1	-7	6	5	-0.3	-0.9	-9
C=C(C)C(=O)Nc1nnc(-c2cccs2)s1	-4.7	1	0.1	-1	0	24	-0.1	-0.2	-2
O=C(NC(=S)NCc1ccccc1)c1ccc(Br)o1	-1.9	-2	-1.3	15	-7	8	-2.8	1.2	-13
COc1ccc(CCN2C(=O)C3C4CC(C5C(C(N)=O)=NOC45)C3C2=O)cc1OC (stereo unspecified)	-3.7	-2	0.3	-13	9	20	-1.7	0.8	-2
CN(C)c1ccc(S(=O)(=O)NCC(=O)OCC(=O)Nc2cc(Cl)cc(Cl)c2)cc1[N+](=O)[O-]	-2.3	0	2.8	-13	-1	-1	-0.6	1.6	5
CCN(CC)C(=O)CN(C#N)c1nc(OC)nc(N(C)C)n1	-0.5	-4	0.6	17	-2	12	4.0	0.6	-9
O=C(CC(=O)c1ccccc1)Nc1ccccc1C(F)(F)F	-3.5	-12	-1.9	-8	7	/	-0.6	0.4	-12
O=C(N[C@@H](Cc1c[nH]c2ccccc12)C(=O)O)C1CCN(S(=O)(=O)c2cccs2)CC1	-1.0	-13	0.0	6	2	19	-1.0	1.1	-31
O=C(CSc1nnc(-c2cccnc2)o1)Nc1cccc(Cl)c1	-2.2	-9	5.8	-7	4	22	-5.3	6.3	-14
O=C(Nc1cccc2cccnc12)c1cccc([N+](=O)[O-])c1	-2.8	-12	-2.6	-15	-3	/	-1.7	-0.8	5
O=C(CNC1CCCCC1)N1CCc2ccccc2C1	0.6	-5	0.6	-6	11	6	-0.3	-0.1	13
CCOc1cc(C(=S)N2CCOCC2)ccc1OS(=O)(=O)c1ccc(NC(C)=O)cc1	0.0	2	7.3	-5	-7	34	-0.8	9.3	-9
Cc1cc(C(=O)O)c(C)n1-c1ccccc1	-2.9	-5	-0.4	6	-2	13	-1.0	0.1	1
COC(=O)C1=C(C)NC2=C(C(=O)CCC2)C1c1coc2ccccc2c1=O (stereo unspecified)	-0.8	-1	-1.0	-1	4	-8	-1.2	0.0	-10
Cc1cc(C)nc(SC2=CS(=O)(=O)c3ccccc32)n1	-6.3	-5	-1.0	-8	-1	0	-3.9	0.1	1
CCOc1ccc2nc(/N=C/c3c(C)[nH]n(-c4ccc(C)cc4)c3=O)sc2c1	-1.0	-5	-0.2	-11	6	6	-1.2	0.6	2
CCOc1ccccc1NC(=O)CSc1ccc(-c2ccco2)nn1	-2.8	-3	-0.9	-6	17	27	-0.2	0.3	-31
COCCNC(=O)/C(C#N)=C/c1ccc(O)c([N+](=O)[O-])c1	-1.7	-7	0.8	-4	12	15	-2.3	-0.1	3
O=C(CN1CCN(CC(=O)Nc2ccccc2Cl)CC1)Nc1ccc(F)c(F)c1	-2.1	-14	0.8	48*	-16	26	0.8	4.3	-10
COc1ccc(C)cc1S(=O)(=O)n1c([N+](=O)[O-])cnc1C	-0.7	-3	-0.3	-12	-9	14	-0.1	-0.2	6
CN1CCN(C(=O)/C=C/c2cn(-c3ccccc3)nc2-c2ccc3c(c2)OCCO3)CC1	-2.8	-3	2.4	6	-50	23	-1.8	2.0	3
O=C(/C=C(\c1ccccc1)n1cncn1)c1ccccc1	-1.2	-2	-0.1	19	6	-3	-2.0	0.0	-1
O=C(CN1CCOCC1)N/N=C/c1ccco1	-0.3	2	-0.2	-2	7	12	-2.2	0.8	-3
O=C1c2ccccc2C(=O)N1Cc1nc2ccccc2c(=O)n1CCN1CCOCC1	-1.8	-3	-0.1	3	4	/	-3.7	-0.4	-2
COc1ccc2c(c1)C(C)=CC(C)(C)N2S(=O)(=O)c1ccc(Br)cc1	-1.5	-7	-1.3	29*	0	29	-3.1	0.1	-17
CC(=O)N1N=C(c2ccccc2)OC12CCCC2	-2.0	-3	-0.2	-2	-5	33	-2.9	-0.3	3
Cc1ccc(-c2cc(C(=O)NCC3CCCO3)no2)cc1 (stereo unspecified)	-3.5	1	-0.2	-3	-6	-2	-1.9	0.2	-12
O=C(C#Cc1ccccc1)Nc1ccc(F)cc1	-1.0	-2	-2.2	-18	-11	/	-0.5	-0.4	-5
